# N370S GC: inhibitors or activators of N370S glucocerebrosidase for Gaucher disease; N370S GC spleen homogenate, 4MU-glucoside fluorescence; P04062; Potency, µM (top dose mostly 59.4 µM), without a hit: at the top dose activity change, negative = inhibition, most hits filed as inhibitors; 330,000 tested, 0.092% active;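 further: 0% = full enzyme activity and -100% = no enzyme basal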
# FEN1 inhibitor: blocks human flap endonuclease 1 | Recombinant FEN1 flap cleavage, fluorescence, 15 min | Potency, µM (titrated, usually from 114 µM), for inactives: at the highest dose activity change, negative = inhibition, usual class: inhibitors | 390,000 tested, 0.35% active | AID 588795; further: nearly all actives have a fitted effect of over 65% in size
# Target sequence (P39748 whole entry, looked up): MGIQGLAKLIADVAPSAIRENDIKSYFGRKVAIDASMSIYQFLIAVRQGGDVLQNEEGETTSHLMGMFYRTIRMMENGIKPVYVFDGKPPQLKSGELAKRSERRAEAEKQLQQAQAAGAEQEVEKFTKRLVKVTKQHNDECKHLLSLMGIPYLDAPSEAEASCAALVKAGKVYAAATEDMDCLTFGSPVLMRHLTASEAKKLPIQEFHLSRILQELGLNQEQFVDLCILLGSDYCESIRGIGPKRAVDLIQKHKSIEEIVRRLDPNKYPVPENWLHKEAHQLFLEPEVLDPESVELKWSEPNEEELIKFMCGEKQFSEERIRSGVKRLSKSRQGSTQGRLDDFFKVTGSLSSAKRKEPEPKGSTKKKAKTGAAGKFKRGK
#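 Nuclease activity of 10 nM FEN1 was measured after 15 min of room-temperature exposure to titrated compounds, by adding 50 nM flap substrate and reading plates at 0 and 15 min.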
# TDP1 block: inhibitors of human tyrosyl-DNA phosphodiesterase TDP1. 350,000 tested, 0.28% active. Potency, µM (top dose mostly 130 µM), without a hit: at the highest dose activity change, negative = inhibition, most hits filed as inhibitors. recombinant TDP1, AlphaScreen DNA substrate cleavage. Q9NUW8; further: nearly all actives have a fitted effect of over 40% in size
# Target sequence (Q9NUW8 whole entry, looked up): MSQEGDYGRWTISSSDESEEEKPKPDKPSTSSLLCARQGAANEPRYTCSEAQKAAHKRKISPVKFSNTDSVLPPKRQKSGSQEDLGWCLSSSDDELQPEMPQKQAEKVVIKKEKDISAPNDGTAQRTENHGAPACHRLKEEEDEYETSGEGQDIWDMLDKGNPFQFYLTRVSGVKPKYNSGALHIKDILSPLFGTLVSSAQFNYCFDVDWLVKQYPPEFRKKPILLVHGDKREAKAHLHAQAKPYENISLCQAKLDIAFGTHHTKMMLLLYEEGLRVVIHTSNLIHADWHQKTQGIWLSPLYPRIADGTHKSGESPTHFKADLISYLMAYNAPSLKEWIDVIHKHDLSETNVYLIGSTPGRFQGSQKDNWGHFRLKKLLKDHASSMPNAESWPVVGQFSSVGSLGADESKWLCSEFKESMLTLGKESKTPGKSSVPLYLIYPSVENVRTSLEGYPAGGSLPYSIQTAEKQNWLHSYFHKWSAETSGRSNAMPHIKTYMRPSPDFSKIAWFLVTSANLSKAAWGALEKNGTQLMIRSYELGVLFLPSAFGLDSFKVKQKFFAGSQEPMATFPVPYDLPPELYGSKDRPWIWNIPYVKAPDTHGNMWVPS
#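 Tdp1 1 nM final; 15 min RT w/ cpd; substrate 15 nM, 5 min; beads 10 ug/ml, 10 min; AlphaScreen read. Neg ctrl: no enzyme.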
# Numbers without * were called inactive; ? = inconclusive; . = no result given; & = joins results of further samples; [ ] = dose if it differs, or a comment. The call rests on the fitted dose curve; in most records, active means well fitted curve in the direction sought with a large enough effect; inconclusive means small, poorly fitted or top-dose-only effect, or another doubt; inactive means no such curve, though single readings can be large; an effect the other way counts as inactive or inconclusive. Unless noted, on the % scale 0 is the no-effect control and ±100 the full control effect; potency means the concentration at half of the fitted maximal effect.
SMILES,N370S GC,FEN1 inhibitor,TDP1 block
NC(=O)Cn1c(=O)n(Cc2ccco2)c(=O)c2c3c(sc21)CCCCC3,25%,-12%,.
Cc1ccc(S(=O)(=O)N2CCN(C(=O)CCn3nc(C)c(C)c3C)CC2)cc1C,-7%,3%,4%
CN(C(=O)COC(=O)c1ccccc1Nc1ccccc1)c1c(N)n(Cc2ccccc2)c(=O)[nH]c1=O,0%,0%,-5%
COc1cc(OC)cc(C(=O)Nc2nc(CC(=O)NC(C)c3ccccc3)cs2)c1 (stereo not drawn),-16%,-11%,2%
Cc1cccc(C(=O)Nc2nc3ccc(S(C)(=O)=O)cc3s2)c1,-2%,2%,6%
Cc1cc(C(=O)Nc2ccc(F)cc2)c2ccccc2n1,2%,0%,5%
CS(=O)(=O)NC(=O)CCC/C=C\C[C@H]1C(=O)C[C@@H](O)[C@@H]1/C=C/[C@@H](O)COc1ccccc1,-4%,.,13%
COc1ccc(C2=NN(C(=O)CSc3ncccn3)C(c3ccc(OC)cc3)C2)cc1 (stereo not drawn),?,10%,5%
COc1ccccc1CNC(=O)c1cc2c(=O)n(Cc3cccs3)ccc2nc1C,.,12%,5%
COC(=O)c1sc(S(=O)(=O)Oc2ccccc2NC(C)=O)c(C(=O)OC)c1C,1%,10%,0%
CCOCC(=O)O,2%,.,2%
O=C(Cc1ccccc1)Nc1ccc(Br)c(Cl)c1,10%,-7%,5%
Cc1ccc(SCC(=O)OCC(=O)NCCc2ccccc2)cc1,.,16%,-4%
O=C(CCN1C(=O)/C(=C\c2ccccc2F)SC1=S)N1CCCCC1,4%,-1%,7%
Cc1nc(NCC2CCCO2)nc2c1C(=O)CC(C)C2 (stereo not drawn),3%,-3%,4%
CC(=O)Nc1ccc(Nc2ncnc3c2c(-c2ccccc2)cn3-c2ccc(C)c(Cl)c2)cc1,.,-10%,10%
O=C(COc1ccccc1)Nc1cccc(-c2ccc(N3CCOCC3)nn2)c1,-3%,5%,.
COc1cccc(CN(C)C(=O)CNC(=O)c2cccs2)c1OC,2%,0%,.
CC(C)CN1CCNC(=O)C1CC(=O)NCc1cnn(-c2cccc(F)c2)c1 (stereo not drawn),?,-22%,.
C=CCN(CC=C)S(=O)(=O)c1ccc(F)cc1,11%,-2%,-1%
NS(=O)(=O)c1ccc(CCNC(=O)COC(=O)c2cc([N+](=O)[O-])ccc2N2CCOCC2)cc1,-2%,-3%,3%
CCc1ccc(C2CC(=O)c3c([nH]c(C(=O)OC4CCC(C)CC4)c3C)C2)cc1 (stereo not drawn),.,10%,-2%
C/C(=N\NC(=O)COc1ccccc1-c1ccccc1)c1cccnc1,-5%,-24%,2%
O=C1ON=C(c2ccccc2)/C1=C/c1ccc(O)cc1,0%,?,4%
CC1Cc2ccccc2N1C(=O)CCn1cccn1 (stereo not drawn),-1%,2%,4%

# 4 of the compounds above, with values under each structure.
# The line under a structure holds: N370S GC, FEN1 inhibitor, TDP1 block
- Cc1ccc(SCC(=O)OCC(=O)NCCc2ccccc2)cc1
    ., 16%, -4%
- O=C(CCN1C(=O)/C(=C\c2ccccc2F)SC1=S)N1CCCCC1
    4%, -1%, 7%
- Cc1nc(NCC2CCCO2)nc2c1C(=O)CC(C)C2 (stereo not drawn)
    3%, -3%, 4%
- CC(=O)Nc1ccc(Nc2ncnc3c2c(-c2ccccc2)cn3-c2ccc(C)c(Cl)c2)cc1
    ., -10%, 10%

# Continuation:
SMILES,N370S GC,FEN1 inhibitor,TDP1 block
COc1ccc(C(=O)N(C)C2(C)CCS(=O)(=O)C2)cc1OC (stereo not drawn),-1%,-3%,.
Cc1oc(-c2ccc(Cl)cc2)nc1CS(=O)CC(=O)NCc1cccs1 (stereo not drawn),3%,18%,1%
O=C(Nc1c(F)cc(F)cc1Br)c1cc(-c2ccccc2)on1,-5%,8%,.
CCOC(=O)c1c(O)cc(C)[nH]c1=O,0%&11%,3%,6%
COc1ccc(OCc2nnc(SCC(=O)N3c4ccccc4Sc4ccc(Cl)cc43)o2)cc1,7%,-15%,3%
COc1cccc(CC(NC(C)=O)C(=O)NC2CCN(S(=O)(=O)c3ccc4ccccc4c3)CC2)c1 (stereo not drawn),-16%,-2%,4%
CCCN(C(=O)c1ccc(S(=O)(=O)N2CCCC2)cc1)C1CCS(=O)(=O)C1 (stereo not drawn),.,15%,1%
CCOc1cc(-c2c(C#N)c(N)nc3c2CCc2ccccc2-3)ccc1O,-14%,-5%,1%
O=C(CSc1nnc(-c2ccco2)n1Cc1ccccc1)c1ccc(F)cc1,1%,-24%,-14%
O=C(NC(Cc1ccccc1)c1ccc2c(c1)OCCCO2)c1ccc(F)cc1 (stereo not drawn),10%,-2%,8%
CC(C)(C)NC(=S)NCCc1ccccc1,-4%,-4%,3%
CCc1ccccc1N1CC(C(=O)N2Cc3ccccc3CC2C(N)=O)CC1=O (stereo not drawn),.,12%,-4%
Clc1cc(Sc2ccc(Br)cc2)nnc1-c1ccccc1,-5%,-1%,1%
COc1ccc(-c2cc(C(=O)Nc3ccccc3)on2)cc1,4%,0%,4%
CCOC(=O)C1CCCCN1C(=O)c1oc2c(Cl)cc(C)cc2c1C (stereo not drawn),-5%,-6%,1%[56.1 µM]
O=C(CN1CCN(c2ccccc2)CC1)NC(=O)NCc1ccccc1,.,4%,2%
Cc1noc(C)c1C(=O)Nc1ccc(-c2nnc3n2CCCCC3)cc1,.,8%,-5%
O=C1CCCC2=C1C(c1ccco1)Nc1ccc3ccccc3c12 (stereo not drawn),30%,50µM*,?
O=S(=O)(Nc1cc(C(F)(F)F)ccc1N1CCOCC1)c1ccccc1,5%,1%,-3%
c1ccc(OCc2nnnn2-c2ccccc2)cc1,8%,3%,0%
O=C(NC1CCc2ccccc21)c1cc(COc2ccc(F)cc2Cl)on1 (stereo not drawn),3%,-6%,3%
CC(=O)N1CCOc2ccc(S(=O)(=O)N3CCN(c4cc(C)ccc4C)CC3)cc21,-7%,-22%,2%
CCn1c(CC(=O)Nc2ccccc2C)nnc1SCC(=O)Nc1nncs1,3%,-8%,1%
CN(C)c1ccc(C(CNS(=O)(=O)c2cccc([N+](=O)[O-])c2)N2CCOCC2)cc1 (stereo not drawn),-6%,-9%,2%
Oc1ccc(/C=N/NC(=S)NC2CC3CCC2C3)cc1 (stereo not drawn),-22%,?,6%

# Given tab-delimited: entries from further up
structure	N370S GC	FEN1 inhibitor	TDP1 block
Cc1oc(-c2ccc(Cl)cc2)nc1CS(=O)CC(=O)NCc1cccs1 (stereo not drawn)	3%	18%	1%
O=C(Nc1c(F)cc(F)cc1Br)c1cc(-c2ccccc2)on1	-5%	8%	.
CCOC(=O)c1c(O)cc(C)[nH]c1=O	0%&11%	3%	6%
COc1ccc(OCc2nnc(SCC(=O)N3c4ccccc4Sc4ccc(Cl)cc43)o2)cc1	7%	-15%	3%
COc1cccc(CC(NC(C)=O)C(=O)NC2CCN(S(=O)(=O)c3ccc4ccccc4c3)CC2)c1 (stereo not drawn)	-16%	-2%	4%
CCCN(C(=O)c1ccc(S(=O)(=O)N2CCCC2)cc1)C1CCS(=O)(=O)C1 (stereo not drawn)	.	15%	1%
CCOc1cc(-c2c(C#N)c(N)nc3c2CCc2ccccc2-3)ccc1O	-14%	-5%	1%
O=C(CSc1nnc(-c2ccco2)n1Cc1ccccc1)c1ccc(F)cc1	1%	-24%	-14%
O=C(NC(Cc1ccccc1)c1ccc2c(c1)OCCCO2)c1ccc(F)cc1 (stereo not drawn)	10%	-2%	8%
CC(C)(C)NC(=S)NCCc1ccccc1	-4%	-4%	3%
CCc1ccccc1N1CC(C(=O)N2Cc3ccccc3CC2C(N)=O)CC1=O (stereo not drawn)	.	12%	-4%
Clc1cc(Sc2ccc(Br)cc2)nnc1-c1ccccc1	-5%	-1%	1%
COc1ccc(-c2cc(C(=O)Nc3ccccc3)on2)cc1	4%	0%	4%
CCOC(=O)C1CCCCN1C(=O)c1oc2c(Cl)cc(C)cc2c1C (stereo not drawn)	-5%	-6%	1%[56.1 µM]
O=C(CN1CCN(c2ccccc2)CC1)NC(=O)NCc1ccccc1	.	4%	2%
Cc1noc(C)c1C(=O)Nc1ccc(-c2nnc3n2CCCCC3)cc1	.	8%	-5%
O=C1CCCC2=C1C(c1ccco1)Nc1ccc3ccccc3c12 (stereo not drawn)	30%	50µM*	?
O=S(=O)(Nc1cc(C(F)(F)F)ccc1N1CCOCC1)c1ccccc1	5%	1%	-3%
c1ccc(OCc2nnnn2-c2ccccc2)cc1	8%	3%	0%
O=C(NC1CCc2ccccc21)c1cc(COc2ccc(F)cc2Cl)on1 (stereo not drawn)	3%	-6%	3%

# Continued.
SMILES,N370S GC,FEN1 inhibitor,TDP1 block
S=c1[nH]nc(COc2ccccc2)n1/N=C/C=C/c1ccco1,?,-34%,.
O=C(Nc1nc2c(Cl)ccc(Cl)c2s1)C1CC1,-12%,0%,.
COc1cccc2sc(NN)nc12,0%,-19%,9%
O=C(c1ccc2c(c1)N(Cc1ccc(F)cc1)C(=O)c1ccccc1S2(=O)=O)N1CCC(Cc2ccccc2)CC1,.,10%,9%
Cc1ccc([N+](=O)[O-])cc1NC(=O)CN(c1ccccc1)S(=O)(=O)N(C)C,.,-11%,-1%
O=C(c1ccccc1F)N1CCN(Cc2cccc(Cl)c2)CC1,5%,-3%,.
CC(C)CCN1CC(=O)N2[C@@H](Cc3c([nH]c4ccccc34)C2(C)C)C1=O,6%,-5%,.
CCN(CC)CCCNc1sc(S(=O)(=O)c2ccccc2)nc1S(=O)(=O)c1ccc(Cl)cc1,.,0%,2%
O=C(COc1coc(CN2CCN(c3ccccc3F)CC2)cc1=O)NC1CCCC1,-12%,6%,-1%
CC(NC(=O)Nc1ccc(Cl)cc1)C(c1cccs1)N1CCOCC1 (stereo not drawn),-1%,14%,9%
COc1ccccc1NC(=O)COC(=O)c1ccc(S(=O)(=O)N2CCCCCC2)cc1,.,-5%,1%
O=C(Nc1nc2ccc(Cl)cc2s1)c1ccc(Br)o1,-15%,1%,-3%
CC[C@H]1OC(=O)[C@H](C)[C@@H](O[C@H]2C[C@@](C)(OC)[C@@H](O)[C@H](C)O2)[C@H](C)[C@@H](O[C@@H]2O[C@H](C)C[C@H](N(C)C)[C@H]2O)[C@](C)(O)C[C@@H](C)C(=O)[C@H](C)[C@@H](O)[C@]1(C)O,4%,17%,.
O=C(Nc1ccc(Br)cc1)c1ccccc1CC[N+](=O)[O-],-3%,-7%,0%
O=C(Nc1nccs1)c1cc(S(=O)(=O)N2CCCCC2)ccc1Cl,18%,-3%,7%
COc1ccccc1-c1ccc(Nc2ccc(C(=O)N3CCOCC3)cc2)nn1,3%,0%,-2%
C/C(=N\NC(=O)c1cc(C)oc1C)c1ccc2c(c1)OCO2,-10%,7%,11%
CCOC(=O)NC(NCCc1ccccc1)(C(F)(F)F)C(F)(F)F,3%,13%,-4%
Cc1cccc(NC(=O)CCN2CCC(C(N)=O)CC2)c1,0%,25%,0%
Cc1cc(OCC(=O)N2CCN(c3cccc(Cl)c3)CC2)c2c(C)c(C)c(=O)oc2c1,-1%,18%,3%
COc1ccc(S(=O)(=O)Nc2ncccc2C)c2ccccc12,-7%,-4%,.
O=C(CCN1C(=O)C2C3C=CC(C3)C2C1=O)NCCc1ccccc1 (stereo not drawn),3%,-2%,1%
C/C(=C\c1ccccc1)CN1CCN(c2ccccc2)CC1,7%,-20%,0%
CCN(c1ccccc1)S(=O)(=O)c1ccc(C(=O)N(C)Cc2cccs2)cc1,.,2%,0%
CCN1CCN(C(c2cccs2)C(C)NC(=O)c2c(F)cccc2F)CC1 (stereo not drawn),-3%,1%,2%
CCOc1ccc(Cn2c(=O)oc3ccccc32)cc1,-14%,5%&-5%,3%
COc1cc(CNc2ccccc2SC)cc(OC)c1OC,0%,-4%,9%
Cc1ccccc1OCC(=O)NCC(c1ccc(Cl)cc1)N1CCCCC1 (stereo not drawn),.,-9%,-2%
C=CCNc1nc(-c2ccc(OC)cc2OC)cs1,-3%,10%,6%
COc1ccc(CCNC(=O)CN(c2cc([N+](=O)[O-])ccc2OC)S(C)(=O)=O)cc1,8%,-1%,2%
